Salmonella PhoP GFP: PhoP regulon inhibitors, Salmonella typhi PhoP promoter GFP reporter, confirmatory (AID 1850); Salmonella Typhi PhoP-promoter GFP reporter, fluorescence, 4 h; higher % means a stronger effect; inhibition, % at 50 µM, or IC50 in µM where a hit was titrated; hit rate 0.33% among 310,000; in the data active = a potency from the dose series; inconclusive = inhibition mostly from about 25% at the one dose, without a potency; inactive = the rest, 99 in 100 with inhibition below about 19%;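 also: 0% = induced wells with vehicle and 100% = uninduced wells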
H37Rv inhibition: M. tuberculosis growth inhibition, HTS (AID 449762) | M. tuberculosis H37Rv growth inhibition, 7H9 media; higher % means a stronger effect | one-dose inhibition, % at 25 µM; IC50 in µM for titrated hits | hit rate 0.59% among 330,000; in the data active = a potency from the dose series; inconclusive = inhibition above about 70% without an active follow-up result;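 also: bacterial growth assessed after seven days of incubation; strong numbers were not always called active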
inhibitors of VEEV: inhibitors of VEEV TC-83 cytopathic effect, confirmation, Vero cells (AID 588727) | hit rate 0.13% among 350,000 | one-dose inhibition, % at 20 µM; IC50 in µM for titrated hits | Vero cells, VEEV TC-83 cytopathic effect inhibition; higher % means a stronger effect; in the data active = a potency from the dose series; inconclusive = inhibition mostly from about 14% at the one dose, without a potency; inactive = the rest, 99 in 100 with inhibition below about 12%; also: strong numbers were not always called active
M. tuberculosis: growth inhibition of non-replicating M. tuberculosis (AID 488890); Mycobacterium tuberculosis non-replicating, growth inhibition; higher % means a stronger effect; hit rate 0.39% among 320,000; inhibition, % at 25 µM, or IC50 in µM where a hit was titrated; in the data active = a potency from the dose series; inconclusive = inhibition mostly from about 82% at the one dose, without a potency; inactive = the rest, 99 in 100 with inhibition below about 76%;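 also: plate controls were DMSO cells for no effect and high antibiotic wells for full effect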
H1N1 NS1A inhibition: H1N1 influenza NS1A inhibitors, functional cell based assay (AID 504329). hit rate 0.3% among 340,000. NS1A functional cell-based assay, percent inhibition; higher % means a stronger effect. inhibition, % at 12.5 µM; hits with a dose series show IC50 in µM; in the data active = a potency from the dose series; inconclusive = inhibition above about 27% without an active follow-up result; also: strong numbers were not always called active
inhibitors of VEEV 10K pilot screen: further read-out of inhibitors of VEEV, marked with its call; inhibition, %; measured here: 10K pilot screen inhibition
* hit, by the source's call; i = inactive; ? = inconclusive; nt = not tested or not shown; & = joins results of further samples.

SMILES | Salmonella PhoP GFP | H37Rv inhibition | inhibitors of VEEV | M. tuberculosis | H1N1 NS1A inhibition | others
CC(C)(C)OC(=O)C[C@H]1C/C=C\C[C@H](CC(=O)NCCO)C(=O)NC[C@H](c2ccccc2)OC1=O | nt | -2% | 0.6% | 4% | 2%
C=C(C)COc1ccc2c(C)c(CCC(=O)NC3CC3)c(=O)oc2c1 | 24% | 2% | 0.7% | 8% | -13%
COc1ccc(C(=Cc2ccccc2[N+](=O)[O-])C(=O)O)cc1 | nt | nt | 0.8% | nt | 1%
CCN(CC)S(=O)(=O)c1ccc(O)c(NC(=O)COc2ccc(S(=O)(=O)N3CCOCC3)cc2)c1 | nt | nt | 2.5% | nt | -13%
O=C(Nc1ccc(Cl)cn1)c1cccc2c(Br)cccc12 | -5% | 1% | i | -18% | -10%
CC(C)NC(=S)Nc1ccc(Oc2ccccc2)cc1 | 7% | 2% | 4.7% | ? | -16%
CCOC(=O)c1c(NC(=O)c2ccc(C)cc2)sc2c1CC(C)(C)NC2(C)C | -9% | -5% | nt | nt | nt
O=C(Cn1cc([N+](=O)[O-])cn1)NCc1cc2ccccc2[nH]1 | -11% | -3% | 1.3% | -7% | -13%
CCCCCn1c(N)c(-c2nc3ccccc3s2)c2c([N+](=O)[O-])nn(C)c(=O)c21 | -5% | 55% | i | 8% | -9%
Nc1nc(CSc2n[nH]c(-c3ccccc3)n2)nc(Nc2ccccc2)n1 | -7% | -7% | 9.7% | nt | 4%
O=[N+]([O-])c1ccc(N/N=C/c2cccnc2)cc1 | -4% | ? | 0.4% | 75% | -1%
COP(=O)(C#Cc1ccccc1)C(O)c1ccc(Br)cc1 (stereo not given) | -8% | -1% | 0.7% | 9% | -2%
CCc1ccc(CNC(=O)CN2C(=O)COc3ccccc32)cc1 | 8% | -7% | i | nt | -3%
NC1CCCCC1N=Cc1c(O)n(CCc2ccc(F)cc2)c(=O)[nH]c1=O (stereo not given) | 0% | nt | i | nt | -2%
O=C(c1ccc2c(=O)n(Cc3ccccc3Cl)c(=S)[nH]c2c1)N1CCOCC1 | -4% | -4% | 1.4% | 3% | -3%
CC(=O)/C=C/c1ccccc1 | nt | -4% | 0.6% | 3% | -6%
CCOC1CS(=O)(=O)CC1OCC (stereo not given) | -5% | -1% | 7.0% | -2% | 5%
Cc1cc(OCC(=O)NCC2CCC(C(=O)O)CC2)c2c(C)c(C)c(=O)oc2c1 (stereo not given) | 0% | -5% | 0.5% | -10% | 1%
O=C(Nc1cc(Cl)ccc1N1CCOCC1)C1CC1 | nt | -4% | 1.0% | -5% | -7%
Cc1ccccc1C(=O)N1CCC(C(=O)OCc2ccccc2Cl)CC1 | nt | 5% | 1.0% | 76% | -1%
COc1ccc(C(C)NC(=O)c2cccc([N+](=O)[O-])c2)cc1OC (stereo not given) | 1% | -4% | 0.6% | -2% | 5%
CN(C)N1C(N)=C(C#N)C(c2ccc3c(c2)OCO3)C2=C1CC(C)(C)CC2=O (stereo not given) | -10% | 4% | i | -6% | -8%
CSc1nc2ccc(NC(=O)C3CC(=O)N(Cc4ccco4)C3)cc2s1 (stereo not given) | 7% | 3% | i | 71% | 9%
Cc1ccc(C(c2sc3nc(C)nn3c2O)N2CCN(C(=O)c3ccco3)CC2)cc1 (stereo not given) | 17% | -6% | 0.3% | 9% | -9%
COc1ccc(CN2C(=S)NC(C)(C)CC2(C)O)cc1 (stereo not given) | -3% | -2% | 0.5% | 10% | -5%
CC[C@@]12C(=O)N(c3cccc(Cl)c3)C(=O)N1[C@H](c1cccc(C)c1)[C@@H]1C(=O)N(Cc3ccccc3)C(=O)[C@@H]12 | -37% | -1% | i | 14% | 0% | inhibitors of VEEV 10K pilot screen=0.0
CCOC(=O)c1cccnc1SCc1cc(=O)n2ccccc2n1 | -3% | nt | i | nt | 14%
O=C(c1ccc([N+](=O)[O-])cc1)N(Cc1ccc(Br)cc1)N1C(=O)CCCC1=O | -2% | -2% | 1.7% | -1% | 8%
CC(NC(=O)COc1cccnc1[N+](=O)[O-])c1ccc(Cl)cc1 (stereo not given) | -3% | 7% | 1.0% | 12% | 4%
CCCCn1nnnc1SCC(=O)c1ccc(C)c(C)c1 | 5% | -7% | 2.6% | -9% | -8%

13 entries out of the list, arranged by count of non-hydrogen atoms, lowest first:
SMILES | Salmonella PhoP GFP | H37Rv inhibition | inhibitors of VEEV | M. tuberculosis | H1N1 NS1A inhibition | others
CC(=O)/C=C/c1ccccc1 | nt | -4% | 0.6% | 3% | -6%
CCOC1CS(=O)(=O)CC1OCC (stereo not given) | -5% | -1% | 7.0% | -2% | 5%
O=C(Nc1cc(Cl)ccc1N1CCOCC1)C1CC1 | nt | -4% | 1.0% | -5% | -7%
COc1ccc(CN2C(=S)NC(C)(C)CC2(C)O)cc1 (stereo not given) | -3% | -2% | 0.5% | 10% | -5%
CCCCn1nnnc1SCC(=O)c1ccc(C)c(C)c1 | 5% | -7% | 2.6% | -9% | -8%
CC(NC(=O)COc1cccnc1[N+](=O)[O-])c1ccc(Cl)cc1 (stereo not given) | -3% | 7% | 1.0% | 12% | 4%
CCc1ccc(CNC(=O)CN2C(=O)COc3ccccc32)cc1 | 8% | -7% | i | nt | -3%
Cc1ccccc1C(=O)N1CCC(C(=O)OCc2ccccc2Cl)CC1 | nt | 5% | 1.0% | 76% | -1%
NC1CCCCC1N=Cc1c(O)n(CCc2ccc(F)cc2)c(=O)[nH]c1=O (stereo not given) | 0% | nt | i | nt | -2%
CN(C)N1C(N)=C(C#N)C(c2ccc3c(c2)OCO3)C2=C1CC(C)(C)CC2=O (stereo not given) | -10% | 4% | i | -6% | -8%
Cc1cc(OCC(=O)NCC2CCC(C(=O)O)CC2)c2c(C)c(C)c(=O)oc2c1 (stereo not given) | 0% | -5% | 0.5% | -10% | 1%
Cc1ccc(C(c2sc3nc(C)nn3c2O)N2CCN(C(=O)c3ccco3)CC2)cc1 (stereo not given) | 17% | -6% | 0.3% | 9% | -9%
CC[C@@]12C(=O)N(c3cccc(Cl)c3)C(=O)N1[C@H](c1cccc(C)c1)[C@@H]1C(=O)N(Cc3ccccc3)C(=O)[C@@H]12 | -37% | -1% | i | 14% | 0% | inhibitors of VEEV 10K pilot screen=0.0

Next structures follow:
SMILES | Salmonella PhoP GFP | H37Rv inhibition | inhibitors of VEEV | M. tuberculosis | H1N1 NS1A inhibition | others
CC(C)c1ccc(OCC(=O)N2CCN(C)CC2)c(Br)c1 | 13% | 5% | i | 30% | -8%
CCC1=C(OC(=O)N(CC)CC)N2C(=O)OC(=NCCc3c[nH]c4ccccc34)[C@]2(Cc2ccccc2)[C@H]2C1=CC[C@H]1C(=O)NC(=O)[C@H]12 | -6% | 31µM* | 2.1% | 67% | -19%
COCCN1Cc2cccc(C(=O)NCc3ccccn3)c2C1=O | -8% | -5% | 0.5% | -9% | 4% | inhibitors of VEEV 10K pilot screen=0.7
CC(=O)OC1C2CCCC1C(N1CCCC1)CC2 (stereo not given) | 5%&2% | -12%&-2% | 0.6%&0.9% | -13%&0% | -11%&-6%
O=C(COC(=O)c1ccccn1)NNC(=O)c1ccc(Br)cc1 | nt | 4% | 0.3% | 0% | -6%
Fc1cccc(CSc2nc3ncccc3[nH]2)c1 | -1% | 6% | 3.0% | 25% | 0%
CCOc1ccccc1NC(=O)CSc1ncnc2c1oc1ccccc12 | -6% | -12% | 2.6% | -6% | 1%
COc1cccc(C(=O)N/N=C/c2cn[nH]c2-c2ccc(OC)cc2OC)c1 | 13% | 5% | 6.5% | -13% | -4%
O=C(Cc1ccccc1[N+](=O)[O-])Nc1ccccc1C(=O)N1CCCC1 | -9% | 4% | 0.7% | 2% | -7%
Cc1ccc(NC(=O)CSC(C)C(=O)OC(C)C(=O)NC2CCCCC2C)cc1 (stereo not given) | nt | 5% | 1.8% | -8% | -7%
CC1CCC(NC(=O)CN(C)S(=O)(=O)c2ccc3c(c2)CCC(=O)N3)CC1 (stereo not given) | -1% | 0% | i | 9% | 7%
Cc1ccc(OCC(=O)N(Cc2ccccc2)C(C)C)c([N+](=O)[O-])n1 | -6% | -13% | 0.4% | 15% | -5%
COc1cc2[nH]c(=O)n(CCCC(=O)NC3CCCCC3)c(=O)c2cc1OC | 8% | -9% | 0.7% | 3% | -6%
COc1ccc(CCNC(=S)NC(=O)c2ccc(Br)cc2)cc1OC | 1% | 3% | 0.4% | 77% | 6%
O=C(NC(=S)N1CCN(c2ccccc2)CC1)c1c(F)cccc1F | 2% | -9% | 1.0% | 48% | -9%
O=C(NC(=S)Nc1ccc2oc(=O)ccc2c1)c1cccc(Cl)c1 | 8% | 5% | 2.5% | -3% | -2%
CC(C)(C)c1ccc(/C=C/C(=O)Nc2cccnc2)cc1 | 15% | ? | 5.2% | 50% | 13%
CCCCc1ccc(NC(=O)C2CCCO2)cc1 (stereo not given) | -7% | ? | i | -15% | -2%
Cc1ccc(SCC(=O)Nc2ccc(F)cc2[N+](=O)[O-])cc1C | -10% | -1% | i | 18% | ?
CCCCC(=O)NC(c1ccccc1OC)c1ccc2cccnc2c1O (stereo not given) | 7% | 9% | ? | 2% | 3%
CCc1ccc(OCC(O)CNC(C)(C)C)cc1 (stereo not given) | 9% | -7% | 0.7% | -3% | -1%
CC(C)(C)c1ccc(C(=O)N2CCCC2)s1 | -5% | 2% | 0.1% | 1.7µM* | 4%
COc1ccc(/C=C/C(=O)c2cc(Br)ccc2OC(=O)c2ccco2)cc1OC | 6% | 13% | 0.2% | 61% | -1%
CCC(C)NC(=O)CSC1=Nc2ccccc2C2=NC(CCC(=O)NCc3ccco3)C(=O)N12 (stereo not given) | 4% | 1% | i | -5% | -2%
COCCCn1c(SCC(=O)Nc2nc3ccccc3s2)nnc1-c1ccoc1C | -8% | -8% | 7.3% | 15% | 6%
CNc1cc(C)nc(-n2nc(C)cc2C)n1 | -4% | ? | 2.0% | 78% | -11%
Cc1cc(OCc2cc(C(=O)NCCN3CCCCC3CO)no2)cc(C)c1Cl (stereo not given) | -2% | 6% | 31% | 29% | 20%
COc1ccc(/C=C/C(=O)Nc2ccc3c(c2)CCC3)cc1OC | -8% | -22% | 5.7% | 27% | -3%
Cc1cc(C(=O)N/N=C/c2ccc(N3CCOCC3)cc2)c(C)o1 | 4% | 4% | 0.8% | 16% | 0%
CC1CN(O)C2CCc3nonc3C12O (stereo not given) | 1% | -14% | 1.1% | 2% | 3%
Cc1ccc(NC(=O)/C=C/c2ccc3c(c2)OCO3)nc1 | 5% | ? | 2.1% | 4% | 1%
O=C(CCCn1c(=O)[nH]c2ccccc2c1=O)NCCSCc1ccccc1 | 3% | -2% | i | 2% | 6%
CCN1CCN(Cc2ccc(NC(=O)c3cc(NC(=O)c4ccno4)cc(OC)c3)cc2C(F)(F)F)CC1 | 9% | 66% | ? | 57% | 3%
Cc1ccc2c(c1)Sc1c(ccc3ccccc13)N2 | 2% | 18% | ? | 47% | -5%
CC1CCOC2(O1)C(=O)N(CN1CCN(c3ccccc3F)CC1)c1ccccc12 (stereo not given) | 7% | 5% | 0.2% | 2% | 0%
CCOCC(=O)Nc1cc([N+](=O)[O-])ccc1C | -7% | -8% | 1.0% | 69% | 4%
CC1(C)Cc2cccc(OCC(=O)Nc3cccnc3)c2O1 | -1% | 5% | 7.7% | -3% | -4%
COc1ccc(CN(C)C(=O)Cc2c[nH]c3ccccc23)c(OC)c1OC | 5% | -3% | 0.6% | -5% | 20%
CC(=O)N(Cc1cccc(Br)c1)c1ccc(N2CCOCC2)c(Cl)c1 | 5% | 6% | 1.7% | 13% | -1%
COc1ccc(/C=C/C(=O)OCC(=O)N(C)CC(=O)Nc2ccc(C)cc2)c(OC)c1 | nt | 6% | 7.7% | 4% | -7%
C=CCn1c(COc2cccc(C)c2)nnc1SCC(=O)NC(=O)NCc1ccco1 | -21% | -1% | 0.6% | 15% | -2%
COc1ccc(NS(=O)(=O)c2cccc(C(=O)N(C)Cc3ccc(SC)cc3)c2)cc1 | 6% | 46% | 8.8% | -5% | -2%
CC1CCCCN1c1nnc(N)s1 (stereo not given) | -2% | 2% | 2.9% | 2% | 3%
COc1ccc(CNC(=O)C(=O)N2CCC3(CC2)OCCN3S(=O)(=O)c2ccc(C)cc2)cc1 | 13% | 3% | 3.1% | 2% | -11%
